AID inh = Primary qHTS assay for inhibitors of Activation Induced Cytidine Deaminase (AID): AID signal | AID deamination FRET fluorescence, UDG-coupled, 4 h | Potency, µM (top dose mostly 115 µM), inactives show at the highest dose activity change, negative = inhibition, actives largely listed as inhibitors | 0.32% of 91,000 active | AID 1347428, 2020; note: nearly all actives have a fitted effect of over 25% in size
Target sequence (Q9GZX7 whole entry, looked up): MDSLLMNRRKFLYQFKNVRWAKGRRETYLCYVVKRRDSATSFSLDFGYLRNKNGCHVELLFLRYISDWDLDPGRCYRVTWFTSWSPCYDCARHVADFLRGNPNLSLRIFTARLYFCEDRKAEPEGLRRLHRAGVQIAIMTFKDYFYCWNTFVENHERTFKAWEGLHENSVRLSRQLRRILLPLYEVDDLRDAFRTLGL
UDG counter = Primary qHTS assay for inhibitors of Activation Induced Cytidine Deaminase (AID): UDG Counterscreen signal | FRET deamination/UDG coupled assay, UDG read, 4 h | Potency, µM (highest dose often 115 µM), for inactives: at the highest dose activity change, negative = inhibition, usual class: inhibitors | 0.14% of 91,000 active; note: nearly all actives have a fitted effect of over 65% in size
Active calls of the source: *; ? = inconclusive; [ ] = remark or other dose. Calls come from the whole dose curve; as a rule, active = well fitted curve in the direction sought with a large enough effect; inconclusive = small, poorly fitted or top-dose-only effect, or another doubt; inactive = no such curve, though single readings can be large; an effect the other way counts as inactive or inconclusive. % is set by controls: 0 for no effect and ±100 for the full control effect; potency is the fitted concentration of half-maximal effect.

mol | AID inh | UDG counter
Cc1nn(-c2ccc(C(=O)NC3CCCC3)cc2)c(NC(=O)C2CC2)c1-c1ccccc1 | -11% | -8%
CN(C)C(=O)CNS(=O)(=O)c1ccc(F)c(Cl)c1 | 9% | 5%
COc1ccc(CNC(=O)c2ccc3c(c2)CCN3S(=O)(=O)c2ccc(C)cc2)cc1 | -8% | -1%
CCCN(CCC)c1nc(-c2ccccc2O)nc2ccccc12 | -9% | 10%
CC(C)C(=O)/C(C#N)=C\c1cccc(C#N)c1 | -13% | -4%
N#CC1=C(N)n2ncnc2NC1c1ccccc1Cl (stereo not given) | 1% | -2%
CC(=O)Nc1ccc(C(=O)C(C)SC2CCCCC2)cc1 (stereo not given) | -2% | 0%
CC(C)(C)OC(=O)N/N=C/c1c(Cl)cccc1Cl | 6% | 7%
Oc1ccc(/C=C/c2cc(-c3ccccc3)cc(-c3ccccc3)[o+]2)cc1 | -10% | -4%
CCN(CC)S(=O)(=O)c1ccc2nc(N)sc2c1 | 0% | -7%
COc1ccc(C2NC(=O)N(C)C3=C2C(=O)N(c2ccc(C)cc2)C3)cc1 (stereo not given) | -2% | -8%
CC(Sc1ccc2c(c1)CCC2)C(=O)Nc1ccc(C(N)=O)cc1 (stereo not given) | -11% | -5%
CCn1c(=O)n(-c2ccc3c(c2)OCO3)c2nc(-c3ccc(C(C)C)cc3)nc(C(N)=O)c21 | 22% | -11%
COC(=O)Cn1c(=O)n(CCc2ccccc2)c(=O)c2sc3c(c21)COC(C)(C)C3 | -7% | 7%
CCOC(=O)c1ccc(NC(=O)Cn2cc(C(=O)c3cccs3)c3ccccc32)cc1 | -5% | -2%
COc1ccc(OC)c(CCNC(=O)c2ccc3c(c2)c(C)c(C)n3Cc2ccccc2)c1 | 3% | -18%
COc1ccc(-c2noc(CSc3nnc(Cc4ccccc4)n3-c3ccc(F)cc3)n2)cc1 | ? | ?
COc1ccc2c(ccn2CC(=O)NCC2CCC(C(=O)O)CC2)c1 (stereo not given) | 10% | 0%
O=C(COc1ccc(Cl)cc1)c1ccc(Cl)cc1Cl | -3% | -1%
CCn1c(CNC(C)c2ccc(F)c(F)c2)nc2cc(S(=O)(=O)N3CCOCC3)ccc21 (stereo not given) | -4% | 4%
CCC(CC)C(=O)Nc1c(C(=O)N2CCN(c3ccccc3)CC2)oc2ccccc12 | -20% | -9%
O=C(N[C@@H](C(=O)NCc1ccncc1)c1ccccc1)C(c1ccccc1)c1ccccc1 | 5% | 6%
CCC(=O)N1CCc2cc(S(=O)(=O)NCCC(=O)Nc3ccc(C)cc3)ccc21 | ? | 2%
COc1ccc(OC)c2sc(N(Cc3cccnc3)C(=O)c3ccc(C(C)=O)cc3)nc12 | ? | 60%[activator]

Filtered by structure, the entries above with a halogen (six)
mol | AID inh | UDG counter
CN(C)C(=O)CNS(=O)(=O)c1ccc(F)c(Cl)c1 | 9% | 5%
N#CC1=C(N)n2ncnc2NC1c1ccccc1Cl (stereo not given) | 1% | -2%
CC(C)(C)OC(=O)N/N=C/c1c(Cl)cccc1Cl | 6% | 7%
COc1ccc(-c2noc(CSc3nnc(Cc4ccccc4)n3-c3ccc(F)cc3)n2)cc1 | ? | ?
O=C(COc1ccc(Cl)cc1)c1ccc(Cl)cc1Cl | -3% | -1%
CCn1c(CNC(C)c2ccc(F)c(F)c2)nc2cc(S(=O)(=O)N3CCOCC3)ccc21 (stereo not given) | -4% | 4%

Next section
mol | AID inh | UDG counter
COc1cccc(CNC(=O)C2CCN(C(=O)N3CC(C)Oc4ccc(C)cc43)CC2)c1 (stereo not given) | 2% | -2%
CCCCn1c(=O)[nH]c(=O)c2c1nc(-c1ccc(OC)cc1)n2C | -1% | 9%
CCOCCCNC(=O)CN1C(=O)COc2ccc(S(=O)(=O)N3CCCC3)cc21 | 18% | -6%
C=CCn1c(SCc2coc(-c3ccc(F)cc3)n2)nnc1C1CCS(=O)(=O)C1 (stereo not given) | -6% | -2%
CCCCC1CCC(c2ccc(-c3ccc(CC)cc3)nc2)CC1 (stereo not given) | 0% | -7%
S=C(NCCSc1ccc(Cl)cc1)NC1CC1 | -3% | -1%
CCCCn1nc(C(=O)NCC(F)(F)F)c2ccccc2c1=O | -5% | -18%
CCN1C(=O)C(Cc2nc3ccccc3c(=O)n2-c2ccccc2)c2cc(Br)ccc21 (stereo not given) | 1% | ?
COc1ccc(-c2c(NC(=O)c3ccco3)n(-c3ccc(C)cc3)nc(C)c2=O)cc1 | 5% | 4%
COc1ccc(CC(=O)Nc2ccc(-c3nc4ccccc4s3)cc2Cl)cc1 | -9% | -3%
CC(=O)N1CCCc2cc(S(=O)(=O)N(C)CC(=O)Nc3ccc(Cl)cc3C)ccc21 | 11% | -5%
Cc1ccc2c(C(=O)O)csc2c1 | -3% | 2%
COc1ccccc1Cc1nc2ccccc2nc1SCC(=O)Nc1ccc2c(c1)OCO2 | 1% | 8%
CN(Cc1ccccc1)c1oc(COc2ccc(F)cc2)nc1C#N | -18% | -8%
C#CCNC(=O)c1ccc(-n2ccc(C(F)(F)F)n2)cc1 | -12% | -18%
CCN(CC)CCCNC(=O)NC12CC3CC(CC(C3)C1)C2 | -6% | 12%

Entries listed so far that contain two or more sulfur atoms (three):
mol | AID inh | UDG counter
CCN(CC)S(=O)(=O)c1ccc2nc(N)sc2c1 | 0% | -7%
C=CCn1c(SCc2coc(-c3ccc(F)cc3)n2)nnc1C1CCS(=O)(=O)C1 (stereo not given) | -6% | -2%
S=C(NCCSc1ccc(Cl)cc1)NC1CC1 | -3% | -1%

Going on with the list:
mol | AID inh | UDG counter
CCN1CCN(Cc2c(O)ccc3oc(C)c(C(=O)Nc4cccc(C(F)(F)F)c4)c23)CC1 | -3% | -12%
O=C(COC(=O)C1C=CCCC1)c1cccc([N+](=O)[O-])c1 (stereo not given) | -1% | -5%
COc1ccc(CCN2C(=O)N(c3ccc(F)cc3)C(=O)C2CC(=O)Nc2ccc(OC)cc2)cc1 (stereo not given) | 9% | -5%
COC(=O)c1cc(NC(=O)c2nc3ccccc3nc2N2CCCC2)cc(C(=O)OC)c1 | -3% | 2%
CCCCN(C)C(=O)c1ccc2c(c1)N(Cc1cccc(Cl)c1)C(=O)c1ccccc1S2=O (stereo not given) | ? | -18%[57.5 µM]
CONC(=O)Cc1ccc(OC)cc1 | -1% | 2%
CC(C)N(Cc1ccccc1)C(=O)COc1ncnc2c(Cl)cc(Cl)cc12 | -4% | 0%
COc1ccc(CNc2oc(-c3ccc(C)cc3)nc2C#N)cc1 | -19% | 4%
COC(=O)c1ccc2nc(C)cc(Nc3ccc(N(C)C)cc3)c2c1 | -5% | -7%
COc1ccc2c(c1)sc1ncc(C(=O)NCc3cccc(C)c3)c(=O)n12 | -10% | 6%
C=Cc1ccc(Cn2c(C(=O)O)c(CNCCc3ccccc3)c3ccc(C)cc32)cc1 | -6% | -9%[57.5 µM]
Cc1cc(NC(=O)CSc2nc3c([nH]c4ccccc43)c(=O)n2-c2ccccc2)no1 | 5% | 2%[57.5 µM]
O=S(=O)(Cc1ccccc1F)CC1COc2ccccc2O1 (stereo not given) | -5% | -12%
Cc1cc(C)cc(NC(=O)C2CCCN(C(=O)c3cnn(-c4ccccc4)c3-n3cccc3)C2)c1 (stereo not given) | ? | ?
COc1cc(OC)cc(C(=O)Nc2cc3nn(-c4ccccc4)nc3cc2Cl)c1 | 202%[activator] | 2%
Cc1ccc(-c2nnc(SCc3cccc(S(=O)(=O)N4CCOCC4)c3)n2N)cc1 | -12% | -9%
COc1ccc(-c2ccc(=O)n(C3CCc4ccccc4NC3=O)n2)c(F)c1 (stereo not given) | -16% | -10%
Cc1cc(C)cc(C(=O)Nc2ccc(-c3cn4cccnc4n3)cc2)c1 | -2% | 0%
COc1ccc(CN2CCN(C(=O)c3cc4c(s3)CCC4)CC2)cc1 | -18% | 2%
C=CCn1c(N2CCN(Cc3ccc(Cl)cc3Cl)CC2)nc2c1c(=O)[nH]c(=O)n2C | -15% | 1%
COc1ccc(C(=O)n2nc(-c3ccc(C)cc3)nc2N)cc1 | 5% | 4%
CCSc1nnc2c(n1)OC(CC)N(C(C)=O)c1ccccc1-2 (stereo not given) | 1% | 10%
Cc1ccc(-c2cc3nccc(-c4cc([N+](=O)[O-])ccc4O)n3n2)cc1 | ? | -4%
CCc1ccc(OCC(=O)Nc2c(C(=O)c3ccccc3)oc3ccccc23)cc1 | -12% | -6%[57.5 µM]
Cc1oc(-c2cccc(Cl)c2)nc1CN1CCC(C(=O)NCCCN2CCN(c3ccccc3F)CC2)CC1 | 14% | -6%
CCOC(=O)NC(C)c1ccncc1 (stereo not given) | -4% | 6%
Cc1cc(C)cc(Oc2nc3c(c(=O)n(C)c(=O)n3C)n2Cc2ccc(F)cc2)c1 | 21%[57.5 µM] | -8%[57.5 µM]
CCOc1ccccc1CNS(=O)(=O)c1csc(C(N)=O)c1 | 7% | 2%
CCn1c(SC(C)c2nnc(-c3ccccc3)o2)nc2ccccc2c1=O (stereo not given) | -21% | -1%
CCCCOc1ccc(S(=O)(=O)Nc2cccc(-c3ccc(N4CCOCC4)nn3)c2)cc1 | 2% | 12%
COc1ccc(C(=O)Nc2nc3ccc(S(=O)(=O)N4CCCC4)cc3s2)cc1 | -10% | 0%
O=C(CCCN1C(=O)C(c2ccccc2)Oc2cccnc21)Nc1ccc(Br)cc1F (stereo not given) | 8% | -2%
CCNC(=S)N/N=C(/C)c1cc(Cl)ccc1Cl | 0% | 10%
CC1=CC(C)(C)NC(=S)N1c1cc(C)ccc1C | -2% | -10%
Cc1nc2ccc(NC(=O)CC3C=CCC3)cc2s1 (stereo not given) | -2% | -1%
Cc1cnc(NC(=O)c2csc(NC3CCCC3)n2)s1 | -13% | -4%
Cn1c(=O)[nH]c(=O)c2c1nc(Sc1ncccn1)n2CCCc1ccccc1 | -8% | -4%
COc1ccc(N2CCN(C(=O)c3ccc4c(c3)N(Cc3ccc(F)cc3)C(=O)c3ccccc3S4=O)CC2)cc1 (stereo not given) | ? | -9%
CC(=O)N1CCC(NC(=O)Cn2c(C)cc3ccccc32)CC1 | 4% | -9%
CCOC(=O)c1ccc(N2C(=O)c3n[nH]c(-c4cccs4)c3C2c2cccc(F)c2)cc1 (stereo not given) | 7% | 6%
CC(C)C(=O)NC(=S)Nc1ccc(Cl)cc1 | -11% | -11%
COc1ccccc1Cc1nc2ccccc2nc1SCC(=O)N1CCCc2ccccc21 | ? | 89µM*
O=C(CSc1ncnc2ccccc12)Nc1ccccc1OC(F)F | -2% | 4%
Cc1cc(NS(=O)(=O)c2ccc(NC(=O)COc3ccc(Cl)cc3)cc2)nc(C)n1 | 1% | -1%
CCOc1ccc(-c2nonc2NC(=O)COc2c(C)cc(C)cc2C)cc1OCC | 2% | -9%
CC(=O)NC(Cc1c[nH]c2ccccc12)C(=O)N1CCN(S(=O)(=O)c2ccc(F)cc2)CC1 (stereo not given) | 3% | 9%
CCCNC(=O)NC(=O)COC(=O)c1ccc2ccccc2n1 | -2% | -4%
Cc1ccc2nc(-c3c[nH]c4ccccc34)c(Nc3ccccc3)n2c1 | -8% | -7%
O=C1CC(c2ccccc2)CC(O)=C1C=NCCO (stereo not given) | -2% | 5%
CCCSc1ncc(Cl)c(C(=O)Nc2ccc(S(=O)(=O)N3CCC(C)CC3)cc2)n1 | -6% | -9%
COc1cc(C2c3c(oc4ccc(F)cc4c3=O)C(=O)N2c2nc(C)c(C)s2)cc(OC)c1OC (stereo not given) | 18% | 14%
CCN(CC)C(=O)c1ccc(CNC(=O)N(C)C(C2CC2)C2CC2)cc1 | -1% | 0%
Cc1coc2c1c(C)cc1oc(=O)c(CC(=O)NCCc3ccc(Cl)cc3)c(C)c12 | -10% | -3%
Cc1ccc(NC(=O)Cn2c(=O)n(CCc3ccccc3)c(=O)c3sc4ccccc4c32)cc1C | 151% | -10%
O=C(CSc1n[nH]c(-c2ccc(F)cc2)n1)NCc1ccccc1Cl | -3% | 28%
CN(C1CCCCC1)S(=O)(=O)c1ccc2c(c1)c(=O)c(C(=O)NCc1ccc(Cl)cc1)cn2C | 28%[57.5 µM] | -6%[57.5 µM]
CCOCCCN1C(=O)c2ccccc2CC1(C)C(=O)NC1CCCCC1 (stereo not given) | 2% | -6%
N#C/C(=C\c1cc(Br)c(Br)o1)c1nc2ccccc2[nH]1 | 91%[activator] | 6%
Cn1c(CN2CCCCC2)nc2cc(NC(=O)c3cccc(Br)c3)ccc21 | -12% | -10%
C/C(=N/Nc1ccc(F)cc1F)c1ccccc1Br | 10% | 9%

(more compounds)
mol | AID inh | UDG counter
COc1ccc(C)cc1NC(=O)N1CCN(c2cc(-c3noc(C)n3)ccc2C)CC1 | -20% | -18%
Cc1ccccc1NC(=O)CSc1nc2ccc(NC(=O)CCc3ccccc3)cc2s1 | -1% | -6%
Cc1ccc(S(N)(=O)=O)cc1NC(=O)c1c(-c2c(Cl)cccc2Cl)noc1C | 0% | 17%
Cc1ccccc1/C=C/C(=O)c1c(C)nc2ccccc2c1-c1ccccc1 | -22% | -10%
Cc1ccccc1CNC(=O)C1CCN(S(=O)(=O)Cc2ccccc2)CC1 | 6% | 9%
Cc1ccc(N2CC(C(=O)NCCS(=O)(=O)N3CCN(c4ccccc4)CC3)CC2=O)cc1 (stereo not given) | 15% | -1%
COc1cc(/C=C(/C#N)C(=O)c2ccccc2C)cc(Cl)c1O | -7% | -2%

Source: PubChem (National Center for Advancing Translational Sciences (NCATS))

Not all compounds are listed; count on the stated rates, not on these rows.
